# Bioassay records from PubChem BioAssay.
# CXCR6 inh = CXCR6 receptor inhibitors, primary screen, cell-based, beta-arrestin, luminescence, CHO-K1 PathHunter, 1536-well | C-X-C chemokine receptor type 6 (Homo sapiens), O00574 | inhibition, % at 20 µM | 360,000 tested, 0.36% active; in the data active = inhibition above about 34%, passing the limit was not always enough;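 note: antagonist mode with CXCL16 agonist at 10 nM final; 0% = 10 nM CXCL16 with DMSO and 100% = unstimulated wells without agonist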
# EBI2 antag = EBI2 receptor antagonists, beta-arrestin recruitment, primary screen, cell-based, luminescence, 7a,25-OHC stimulation, uHTS. G-protein coupled receptor 183 (Homo sapiens), P32249. 7a,25-OHC stimulated. inhibition, % at 5 µM. 360,000 tested, 0.81% active. AID 651636, 2012; in the data active = inhibition above about 38%;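 note: enzyme fragment complementation signal reports receptor beta-arrestin coupling in cells; 0% = agonist plus DMSO wells and 100% = wells without agonist; some results beyond the cut were filed as inactive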
# Jurkat NFkB inh = inhibitors of induced NF-kB luciferase reporter, primary screen, TCR NF-kB activation inhibitor project, cell-based, luminescence, uHTS; Jurkat, PMA/ionomycin-induced NF-kB luciferase reporter; inhibition, % at 4 µM; 330,000 tested, 0.53% active; in the data active = inhibition above about 50%
# CCR6 antag = CCR6 receptor antagonists, primary screen, cell-based, CHO-K1, luminescence, beta-arrestin, uHTS; inhibition, % at 20 µM; CHO-K1 CCR6 PathHunter beta-arrestin, CCL20-stimulated; 340,000 tested, 0.49% active;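 active = compounds whose inhibition of the agonist-driven luminescence signal at 20 µM reaches about 50%, limit read from the data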;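 note: cells stimulated with CCL20 at 14 nM final; plate controls were DMSO with CCL20 for no effect and DMSO without agonist for full effect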
# 697 NFkB inh = inhibitors of PMA/ionomycin-induced NF-kB reporter, 697 cells, primary screen, B-cell NF-kB inhibitor project, cell-based, luminescence, uHTS; 697 B-cell NF-kB luciferase reporter, 16 h; inhibition, % at 4 µM; 330,000 tested, 0.33% active; AID 435022, 2010; in the data active = inhibition above about 35%
# CHOP UPR activ = activators of apoptotic CHOP UPR arm, primary screen, cell-based, CHO-CHOP luciferase reporter, luminescence, uHTS | 330,000 tested, 0.34% active | UPR activation; percent of tunicamycin response over DMSO baseline | AID 449763, 2010 | activation, % at 10 µM;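 active = at 10 µM dose, activation of 40% or more, normalized to positive control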;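 note: 100% = tunicamycin at 10 µg/mL and 0% = DMSO alone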
#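 Assay system: CHO cells with stable CHOP pathway luciferase reporter; Buffer or medium: F12 plus 10% serum; Times: 16-18 h cell attachment, then 6 h compound exposure, 37 °C; Signal: luciferase luminescence; Read-out basis: percent activation relative to tunicamycin control; Control set: tunicamycin high control, DMSO low control.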
# Gli-Sufu antag = Gli-Sufu pathway antagonists, primary screen, luciferase luminescence, Sufu-KO-LIGHT cells, uHTS; Sufu-KO-LIGHT fibroblasts, Gli luciferase reporter luminescence; 340,000 tested, 0.74% active; inhibition, % at 5 µM;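 active = inhibition above about 55%, limit read from the data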;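 note: 0% = DMSO-treated cells and 100% = wells with medium but no cells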
# Mdm2-MdmX inh = inhibitors of human Mdm2-MdmX association, primary screen, cell-based, luminescence, split luciferase, SaOS-2, uHTS | SaOS-2 split-luciferase Mdm2/MdmX complementation | inhibition, % at 8 µM | 330,000 tested, 3% active | AID 485346, 2010;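 active = inhibition of at least 50% at 8 µM in the primary screen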
# Target sequence (O15151 whole entry, looked up): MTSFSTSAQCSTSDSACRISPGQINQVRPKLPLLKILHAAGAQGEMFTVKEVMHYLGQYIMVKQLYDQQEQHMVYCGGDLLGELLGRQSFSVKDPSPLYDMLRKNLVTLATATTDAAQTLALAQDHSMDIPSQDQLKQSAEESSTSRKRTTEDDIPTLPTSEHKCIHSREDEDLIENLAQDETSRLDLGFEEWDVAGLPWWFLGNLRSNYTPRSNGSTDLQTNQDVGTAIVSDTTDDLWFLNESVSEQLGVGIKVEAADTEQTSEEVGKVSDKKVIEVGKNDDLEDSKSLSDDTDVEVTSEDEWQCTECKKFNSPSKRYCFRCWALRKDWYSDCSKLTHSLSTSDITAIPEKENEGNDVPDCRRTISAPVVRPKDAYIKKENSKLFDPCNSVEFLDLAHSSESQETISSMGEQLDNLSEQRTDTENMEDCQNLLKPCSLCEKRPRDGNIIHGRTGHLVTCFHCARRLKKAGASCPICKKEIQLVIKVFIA
# Target sequence (Q00987 whole entry, looked up): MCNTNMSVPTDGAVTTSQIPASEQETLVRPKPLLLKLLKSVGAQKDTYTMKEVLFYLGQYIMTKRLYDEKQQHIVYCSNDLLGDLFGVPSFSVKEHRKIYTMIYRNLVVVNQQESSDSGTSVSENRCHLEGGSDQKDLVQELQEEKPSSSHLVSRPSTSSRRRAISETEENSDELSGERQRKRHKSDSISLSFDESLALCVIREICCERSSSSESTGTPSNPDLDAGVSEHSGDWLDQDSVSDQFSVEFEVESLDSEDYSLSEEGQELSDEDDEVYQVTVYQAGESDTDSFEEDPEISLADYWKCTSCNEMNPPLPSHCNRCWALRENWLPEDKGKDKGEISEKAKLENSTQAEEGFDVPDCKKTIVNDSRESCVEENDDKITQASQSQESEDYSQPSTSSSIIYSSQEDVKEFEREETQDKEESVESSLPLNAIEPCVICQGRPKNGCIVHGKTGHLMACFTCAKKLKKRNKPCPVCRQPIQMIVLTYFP
# UPR XBP1 act = activators of adaptive XBP1 UPR arm, primary screen, cell-based, CHO-XBP1 luciferase reporter, luminescence, uHTS. IRE1-XBP1 UPR activation; percent of tunicamycin response, DMSO as zero. activation, % at 20 µM. 330,000 tested, 0.33% active. AID 463104, 2010;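 active = versus positive control, 20 µM dose yields 30% or more activation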;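 note: 100% = tunicamycin at 10 µg/mL and 0% = DMSO only wells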
#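 Assay system: IRE1-XBP1 luciferase reporter CHO line. Input: 1000 cells/well. Buffer or medium: F12 with 10% serum. Doses: 20 µM, 1% DMSO. Times: overnight seeding at 37 °C, 6 h compound treatment at 37 °C. Technique: Steady-Glo luciferase glow luminescence, 10 min after reagent addition.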
# * hit, by the source's call; / = no result given.
SMILES,CXCR6 inh,EBI2 antag,Jurkat NFkB inh,CCR6 antag,697 NFkB inh,CHOP UPR activ,Gli-Sufu antag,Mdm2-MdmX inh,UPR XBP1 act
Cc1ccc(N2C(=O)c3ccc(C(=O)NCCN4CCOCC4)cc3C2=O)cc1,2,-5,-2,0,-11,-0.8,-3,10,1
CN(C)S(=O)(=O)c1ccc(C(=O)Nc2nnc(-c3cccs3)o2)cc1,-2,2,0,-2,-21,4.0,-9,33,-1
CN(C)CCOCCOc1ccc(Cl)cc1C(C)(C)C,-6,-2,-18,8,-18,0.5,/,15,-1
Cn1c(=O)c(C(=O)NCC2CCCO2)c(O)c2ccccc21 (stereo unspecified),4,-14,-62,-1,-77,2.5,-28,78*,3
CCCCC(CC)CNS(=O)(=O)c1ccc2c(c1)CCN2C(=O)CCC(=O)O (stereo unspecified),3,-5,6,12,16,-1.4,-4,8,-4
Cn1c(C(=O)O)ccc1S(=O)(=O)N1CCCCCC1,8,5,6,-4,15,2.4,4,0,-1
CN(C)CCCNC(=O)c1cc(C(=O)c2ccccc2)c[nH]1,0,10,-2,-7,-6,-1.6,6,24,-3
COc1cc(OC)cc(C(=O)N[C@H](C(=O)NNC(=O)c2ccc(Br)cc2)C(C)C)c1,1,16,11,7,-2,1.1,-4,10,-5
CC(C)(C)OC(=O)NCC(=O)NNC(=O)C(C(=O)OCc1ccccc1)c1ccccc1 (stereo unspecified),-9,1,-10,15,8,-1.7,-10,3,-1
COc1ccc(NC(=O)/C=C/c2ccc(OC)c(OC)c2)cn1,-3,10,-8,11,22,1.1,7,16,-1
CCC(Oc1ccccc1)C(=O)Nc1nc2c(s1)C(=O)CC(C)(C)C2 (stereo unspecified),5,-2,10,3,22,0.6,2,8,0
COc1ccc(C(=O)NC2=NCCS2)cc1S(=O)(=O)N1CCCCC1C (stereo unspecified),-2,2,2,-5,20,1.7,-1,8,-3
Cn1c(SCC(N)=O)nnc1C1CCN(C(=O)NCc2ccccc2)CC1,-7,-9,6,3,7,-0.5,3,-9,1
COc1ccccc1N(C(=O)c1snc(C(N)=O)c1N)C(C(=O)NCc1ccccc1)c1ccc(O)cc1 (stereo unspecified),2,13,-2,14,10,-0.7,1,-2,4
O=C(NCc1ccc(OC(F)(F)F)cc1)C1CCC(=O)N(C2CC2)C1 (stereo unspecified),0,0,-12,3,-25,-1.7,2,-10,-5
CCOC(=O)C1CCN(c2cc(=O)n(C3CCCCC3)c(=O)[nH]2)CC1,-4,1,-14,-8,-15,-3.4,10,23,0
COc1ccc2sc(-c3ccccc3OC)c(C#CCCO)c2c1,4,9,8,19,12,-1.9,26,23,-2
CCOC(=O)Cc1ccc(NCc2ccc(Cl)cc2)cc1,-2,8,11,8,-1,0.5,-6,13,1
COC1=CC(=Cc2c(N)n3nc(CC(=O)N4CCOCC4)sc3nc2=O)C=C(OC)C1=O,8,-9,6,15,-6,0.3,-3,13,0
CCCc1nc2oc3c(=O)[nH]cnc3c2c2c1COC(C)(C)C2,-9,-9,4,4,14,-1.0,4,4,-2
CN=c1scc(-c2cccs2)n1/N=C/c1ccc(O)c(O)c1O,4,11,-54,10,-248,18,-67,-43,-6
NS(=O)(=O)c1ccc(N=Nc2c(-c3ccccc3)[nH]n(-c3nc(-c4ccccc4)cs3)c2=O)cc1,44*,2,2,49,2,15,47,81*,1
O=C(NCCCN1CCCC1=O)C1CCN(S(=O)(=O)c2ccc(F)cc2)CC1,2,-13,15,13,14,2.6,3,3,0
CCS(=O)(=O)c1ccc2oc(SCC(=O)NC3CCCC(C)C3C)nc2c1 (stereo unspecified),-2,-6,-1,9,8,-2.1,-8,19,-3
c1ccc2sc(NN=C3CCCCCC3)nc2c1,6,12,-156,2,-388,-1.3,-51,-59,-5
# Carrying on:
SMILES,CXCR6 inh,EBI2 antag,Jurkat NFkB inh,CCR6 antag,697 NFkB inh,CHOP UPR activ,Gli-Sufu antag,Mdm2-MdmX inh,UPR XBP1 act
Cc1cccc(-c2c3c(=O)n(C)c(=O)n(C)c3cn2-c2ccccc2O)c1,4,9,-11,-17,-7,0.1,-4,-21,2
O=C(Nc1ccn(Cc2ccccc2F)n1)c1ccc(COc2ccc(Br)cc2)cc1,5,8,53*,-5,-30,5.0,-20,7,0
Cc1ccc(OC(C)C(=O)Nc2ccc(Cl)cn2)c([N+](=O)[O-])n1 (stereo unspecified),-3,-7,7,8,8,0.1,-7,13,1
Cc1ccc(NC(=O)C2CC(=O)N(c3ccc4c(c3)OCCO4)C2)cc1S(=O)(=O)N1CCCCCC1 (stereo unspecified),6,15,17,12,-54,0.6,25,26,-1
Cc1noc2ncnc(Oc3ccccc3Cl)c12,-6,-46,15,2,7,2.5,-2,29,5
O=C(NC1CCCCCC1)C1c2ccccc2C(=O)N1CCCN1CCOCC1 (stereo unspecified),-1,-12,1,-2,4,-1.6,-1,-1,0
COc1cc(C(=O)NCC(=O)N/N=C(\C)Cc2ccccc2)cc(OC)c1OC,-9,-7,8,-1,-8,1.8,-16,22,-4
CN(C)CCCn1c2c(c(SCC(=O)Nc3ccc4c(c3)OCO4)nc1=O)CCC2,5,-10,0,6,13,0.7,17,11,0
CCOc1ccccc1CN1CCN(Cc2cn(C)nc2-c2ccccc2)CC1CCO (stereo unspecified),1,-4,-5,14,6,-1.6,25,10,-2
COc1ccc(COC[C@H](C)[C@H](O)[C@@H](C)[C@H]2OC(=O)[C@@H]2C)cc1,-8,-6,6,1,6,1.5,-8,7,0
Cc1cccc(NC(=O)c2cnc3n(c2=O)CCS3)c1,5,7,-106,-6,-72,2.2,-58,-59,1
C=CCSc1nnc(-c2c[nH]c3ccccc23)n1CCOC,6,-12,14,5,17,2.9,23,-34,1
Nc1nc(SCC(=O)Nc2ccc(Oc3ccccc3)cc2)n[nH]1,-2,3,5,0,0,2.4,3,22,4
CCOC(=O)Cn1nc(C)c(NC(=O)COc2ccccc2[N+](=O)[O-])c1C,2,-1,8,-5,14,-1.8,1,16,1
CC(C)CNc1nc(N)c([N+](=O)[O-])c(NC2CCCCC2)n1,-4,7,-2,-5,-1,-0.5,-1,10,5
CC(=O)Oc1ccc(C(=O)[C@H]2[C@H]3C(=O)N(c4ccc5ccccc5c4)C(=O)[C@H]3[C@@H]3C=CC=NN32)cc1,1,-11,-26,18,-24,2.7,-9,5,0
COc1ccc(C(=O)N(Cc2nc(-c3ccc(C)cc3)no2)C2CCCCC2)cc1OC,30,15,-10,49,-9,-0.1,13,10,-1
O=C(c1ccc(N2CCCC2=O)cc1)N1CCCCCC1,-2,2,-20,19,-10,-0.6,-31,3,0
COc1ccccc1-c1nn(-c2ccccc2)cc1C(=O)NC1CC1,4,4,-4,18,9,1.9,7,13,0
CCOC(=O)C1C(=O)NC(N2CCN(Cc3ccccc3)CC2)=NC1c1ccccc1 (stereo unspecified),-8,-3,3,-28,9,-0.7,12,-4,-2
CC(C)CNS(=O)(=O)c1ccc(CCC(=O)N2CCN(c3ccccc3)CC2)cc1,7,-2,0,20,3,2.4,14,16,-3
O=C(Nc1ccc(Oc2ccc(C(=O)O)c(C(=O)O)c2)cc1)c1cccs1,-3,-7,-1,5,-13,0.4,24,-8,0
O=C(O)c1cccc(S(=O)(=O)N2CCN(c3ccccn3)CC2)c1,-12,-5,-9,1,-2,-0.6,3,4,-2
CCN(CC(=O)Nc1ccc(NC(C)=O)cc1)c1ccc(C(F)(F)F)cn1,-12,-9,-2,-3,-5,-0.7,-2,-25,7
N#Cc1nc(-c2cccs2)oc1NCc1ccc2c(c1)OCO2,-5,9,-14,12,8,0.0,-8,13,0

# Fetched one by one from above (2):
SMILES,CXCR6 inh,EBI2 antag,Jurkat NFkB inh,CCR6 antag,697 NFkB inh,CHOP UPR activ,Gli-Sufu antag,Mdm2-MdmX inh,UPR XBP1 act
N#Cc1nc(-c2cccs2)oc1NCc1ccc2c(c1)OCO2,-5,9,-14,12,8,0.0,-8,13,0
CCOc1ccccc1CN1CCN(Cc2cn(C)nc2-c2ccccc2)CC1CCO (stereo unspecified),1,-4,-5,14,6,-1.6,25,10,-2

# In another format: results already given
canonical_smiles: Cc1cccc(NC(=O)c2cnc3n(c2=O)CCS3)c1
  CXCR6 inh: 5
  EBI2 antag: 7
  Jurkat NFkB inh: -106
  CCR6 antag: -6
  697 NFkB inh: -72
  CHOP UPR activ: 2.2
  Gli-Sufu antag: -58
  Mdm2-MdmX inh: -59
  UPR XBP1 act: 1
canonical_smiles: COc1ccc(C(=O)N(Cc2nc(-c3ccc(C)cc3)no2)C2CCCCC2)cc1OC
  CXCR6 inh: 30
  EBI2 antag: 15
  Jurkat NFkB inh: -10
  CCR6 antag: 49
  697 NFkB inh: -9
  CHOP UPR activ: -0.1
  Gli-Sufu antag: 13
  Mdm2-MdmX inh: 10
  UPR XBP1 act: -1

# Later entries
SMILES,CXCR6 inh,EBI2 antag,Jurkat NFkB inh,CCR6 antag,697 NFkB inh,CHOP UPR activ,Gli-Sufu antag,Mdm2-MdmX inh,UPR XBP1 act
COc1ccc(/C=N/NC(=O)c2ccccc2NC(=O)c2ccco2)c(OC)c1,-10,-5,-9,-2,5,0.0,-1,25,11
COc1cc([N+](=O)[O-])ccc1NC(=O)NCc1cccnc1,6,-1,4,3,9,0.3,-1,3,-5
N#C/C(=C\c1ccc(O)cc1)C(=O)NCc1cccc(Cl)c1,6,4,5,20,7,-0.8,/,4,-3
CCN(CC)P(=O)(Nc1ccc([N+](=O)[O-])cc1)c1c(C)nn(CCC#N)c1NC(=O)c1ccc(Cl)cc1 (stereo unspecified),-5,-3,3,-1,0,2.9,-15,-9,-5
COC(=O)c1sccc1NC(=O)COc1cccc(C)c1,-2,7,-5,-16,-10,0.3,-4,-21,1
CC(C(=O)Nc1ccc(F)c(F)c1)N1CCN(C)CC1 (stereo unspecified),-5,-6,-9,0,12,1.3,26,4,5
Clc1ccc2nc(CN3CCCCC3)cn2c1,2,-14,-9,-1,6,0.9,-1,10,-3
CCN(CC)Cc1oc(-c2ccccc2)cc1C(=O)O,1,2,1,3,24,-1.5,-17,-41,1
Cc1nn(C(C)C(=O)NC2CCCCCC2)c(=O)c2nn(-c3ccccc3)c(C)c12 (stereo unspecified),5,6,3,25,-27,1.8,-5,2,-2
CC(C)C[C@H]1CNC(=O)C(=O)N1CC1CCN(CCc2ccc(-c3ccccc3)cc2)CC1,3,-8,/,11,/,/,10,/,/
CCCNc1ccc(C(=O)OCC)cc1[N+](=O)[O-],4,2,-44,10,-42,2.6,9,-39,4
COc1ccc(C2=Nc3ccccc3C2(O)CCN2C(=O)c3ccccc3C2=O)cc1 (stereo unspecified),-4,-7,/,-10,/,/,-11,/,/
Cc1c([N+](=O)[O-])cc(C(=O)NCc2ccc(F)cc2)cc1[N+](=O)[O-],-11,-7,-21,-15,6,0.3,3,23,-2
O=C(Nc1ccccc1)c1ccccc1NC(=O)C(F)(F)F,-4,2,-29,1,-22,0.0,-9,3,2
COc1ccc(-n2nc(C(=O)NCC(=O)N3CCCC(C)C3)c3ccccc3c2=O)cc1 (stereo unspecified),7,2,-42,17,-35,1.5,-31,-9,-2
